Compound activity: PubChem, Sanford-Burnham Center for Chemical Genomics
Gli-Sufu antag – antagonists of Gli-Sufu signaling | Sufu-KO-LIGHT fibroblasts, Gli luciferase reporter luminescence | inhibition, % at 5 µM | 340,000 compounds, 0.74% hits;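 active = inhibition above about 55%, limit read from the data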;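 also: 0% = DMSO-treated cells and 100% = wells with medium but no cells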
Apaf1 inhib – human Apaf-1 inhibition; O14727; reconstituted apoptosome caspase-3 activity, DEVD-Rh110 fluorescence; inhibition, % at 20 µM; 330,000 compounds, 0.71% hits; active = inhibition of at least 40% at 20 µM;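 also: plate controls were DMSO wells for no effect and DEVD-CHO caspase inhibitor wells for full effect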
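Assay system – apoptosome proteins · Medium – Hepes buffer, pH 7.5 · Also added – cytochrome c with DEVD-Rh110 · Timing – 30 min compound preincubation, 50 min activation, room temperature · Detection – Rh110 fluorescence, excitation 480 nm, emission 540 nm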
Jurkat NFkB inh – lowers PMA/ionomycin-induced NF-kB signal in Jurkat cells. PMA/ionomycin-induced NF-kB luciferase reporter, luminescence. inhibition, % at 4 µM. 330,000 compounds, 0.53% hits. AID 435003
UBC13 polyUb – inhibitors of human UBC13 polyubiquitin chain formation | 330,000 compounds, 0.47% hits | inhibition, % at 20 µM | AID 485273 | TR-FRET; in the data active = inhibition above about 45%, passing the limit was not always enough
697 NFkB inh – lowers PMA/ionomycin-induced NF-kB signal in 697 B cells | AID 435022 | inhibition, % at 4 µM | 697 B-cell NF-kB luciferase reporter, 16 h | 330,000 compounds, 0.33% hits; in the data active = inhibition above about 35%
EBI2 block – EBI2 (human) antagonism; P32249; EBI2 beta-arrestin recruitment, luminescence, 7a,25-OHC stimulated; inhibition, % at 5 µM; 360,000 compounds, 0.81% hits; in the data active = inhibition above about 38%;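 also: enzyme fragment complementation signal reports receptor beta-arrestin coupling in cells; 0% = agonist plus DMSO wells and 100% = wells without agonist; some results beyond the cut were filed as inactive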
Target sequence (P32249 whole entry, looked up, the tested form may be a part): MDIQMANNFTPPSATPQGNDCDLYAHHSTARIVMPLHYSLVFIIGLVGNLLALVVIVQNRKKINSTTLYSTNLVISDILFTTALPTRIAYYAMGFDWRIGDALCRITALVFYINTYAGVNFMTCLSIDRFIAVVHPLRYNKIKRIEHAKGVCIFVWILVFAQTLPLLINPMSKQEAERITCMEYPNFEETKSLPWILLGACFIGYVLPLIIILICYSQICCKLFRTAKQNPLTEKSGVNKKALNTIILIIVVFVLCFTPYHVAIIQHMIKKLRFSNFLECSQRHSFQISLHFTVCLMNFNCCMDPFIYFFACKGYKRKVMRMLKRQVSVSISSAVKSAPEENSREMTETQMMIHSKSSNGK
SENP8 inh – blocks the human protease SENP8; inhibition, % at 10 µM; Q96LD8; purified SENP8, Z-RLRGG-aminoluciferin cleavage, luminescence; 330,000 compounds, 1.2% hits
Target sequence (Q96LD8 whole entry, looked up): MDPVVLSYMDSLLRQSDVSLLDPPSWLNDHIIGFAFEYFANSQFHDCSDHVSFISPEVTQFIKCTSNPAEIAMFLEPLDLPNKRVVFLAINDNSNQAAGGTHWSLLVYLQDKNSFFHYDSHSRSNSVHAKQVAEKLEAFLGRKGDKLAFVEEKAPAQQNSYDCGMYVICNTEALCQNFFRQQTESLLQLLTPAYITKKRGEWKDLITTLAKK
CCR6 antagonist – antagonists of human CCR6 receptor; CHO-K1 CCR6 PathHunter beta-arrestin, luminescence, CCL20-stimulated; inhibition, % at 20 µM; 340,000 compounds, 0.49% hits;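 active = compounds whose inhibition of the agonist-driven luminescence signal at 20 µM reaches about 50%, limit read from the data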;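 also: cells stimulated with CCL20 at 14 nM final; plate controls were DMSO with CCL20 for no effect and DMSO without agonist for full effect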
Target sequence (P51684 whole entry, looked up): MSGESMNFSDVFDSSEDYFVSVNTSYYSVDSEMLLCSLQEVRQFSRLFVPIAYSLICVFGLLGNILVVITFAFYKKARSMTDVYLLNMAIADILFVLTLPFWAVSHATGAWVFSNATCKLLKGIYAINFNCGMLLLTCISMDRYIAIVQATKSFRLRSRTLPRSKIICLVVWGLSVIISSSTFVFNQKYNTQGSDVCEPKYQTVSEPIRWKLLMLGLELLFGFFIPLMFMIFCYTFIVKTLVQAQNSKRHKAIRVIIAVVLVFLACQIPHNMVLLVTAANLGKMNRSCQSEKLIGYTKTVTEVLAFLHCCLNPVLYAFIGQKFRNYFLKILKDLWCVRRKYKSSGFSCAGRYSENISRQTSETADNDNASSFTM
Active calls of the source: *; . = no result given. Rule as the data show it, unless noted: active = inhibition above about 50%; inactive = the rest.

SMILES | Gli-Sufu antag | Apaf1 inhib | Jurkat NFkB inh | UBC13 polyUb | 697 NFkB inh | EBI2 block | SENP8 inh | CCR6 antagonist
CCOc1ccc(NC(=O)COc2ccccc2C(=O)NCc2ccccc2)cc1 | 9 | 18 | 4 | 8 | -20 | 1 | 2 | 14
CN(Cc1c(C(=O)N/N=C/c2c(F)cccc2Cl)nnn1-c1nonc1N)c1ccccc1 | 7 | 15 | -22 | -18 | -77 | -4 | -2 | -8
Cn1c(=O)oc2cc(NC(=O)CCl)ccc21 | 11 | -8 | 12 | -4 | 11 | 4 | -2 | 8
Cc1ccc(/C=N/Nc2ccc3ccccc3n2)o1 | -56 | -2 | -147 | -10 | -182 | -5 | 85* | 16
N#C/C(=C\c1ccc(F)cc1F)S(=O)(=O)c1ccccn1 | 10 | 6 | 0 | -5 | 1 | -11 | -3 | 4
COc1cccc(S(=O)(=O)N2CCN(c3ccccc3F)CC2)c1 | 4 | 18 | -3 | -5 | -5 | 3 | -6 | 8
Oc1cccc(/C=N/Nc2cc(N3CCCC3)nc(N3CCCC3)n2)c1 | 6 | 97* | 11 | 6 | -22 | 39 | 10 | -2
Cc1cccc(C)c1NCc1n[nH]c(=S)n1-c1ccccc1 | 4 | -3 | 2 | 7 | 6 | -10 | 1 | -18
COC(=O)c1cc(C(=O)OC)n(Cc2ccc(Cl)cc2Cl)n1 | 5 | -4 | -5 | 7 | 3 | -12 | -4 | -8
COCC(C)n1c(C)cc(C(=O)CSc2nnc(-c3ccco3)o2)c1C (stereo not drawn) | -5 | 3 | -12 | 3 | -16 | -1 | 1 | 13
COc1ccc(/C=C2\SC(=S)N(NS(=O)(=O)c3ccc(C)cc3)C2=O)c(OC)c1 | -11 | 20 | -12 | -24 | 15 | -11 | 3 | 13
CCN(CC(=O)Nc1ccc(Br)cc1)C(=O)c1nc2nc(C)cc(C)n2n1 | 0 | -4 | 14 | 5 | 17 | -5 | -11 | -5
CCOc1ccc(C(=O)NCC(=O)NCCCn2nc(C)cc2C)cc1OCC | -6 | -12 | 7 | 5 | 2 | -14 | -7 | 7
COc1ccc(NC(=O)C2CCN(C(=O)c3ccccc3)CC2)cc1OC | 8 | -4 | 7 | -1 | 21 | -13 | 0 | -7
C/C=C/c1ccc(OCCCCN2CC(C)CC(C)C2)c(OC)c1 (stereo not drawn) | -8 | -10 | 13 | 24 | 4 | 6 | -4 | -3
O=C(Nc1nnc(-c2ccccc2Cl)o1)c1ccco1 | -7 | 1 | -16 | -20 | 3 | -9 | -13 | 7
O=C(CCNc1n[nH]c(=O)[nH]c1=O)N1CCCCC1 | -4 | -1 | -2 | 1 | -4 | 2 | -4 | 5
N#CCCCSc1nnc(Cc2ccc3c(c2)OCO3)o1 | 7 | 1 | -3 | 2 | -14 | 3 | -1 | 0
CCCCNC(=O)CNC(=S)N(Cc1cc(OC)c(OC)c(OC)c1)C1CCCC1 | 5 | 7 | -1 | -12 | -1 | 0 | -9 | 2
CC1(C)Nc2ccccc2N(CC(=O)N2CCCCC2)C1=O | 1 | 5 | -6 | -3 | 1 | -2 | -12 | -4

Shown as comma-separated lines: part of the list above.
structure,Gli-Sufu antag,Apaf1 inhib,Jurkat NFkB inh,UBC13 polyUb,697 NFkB inh,EBI2 block,SENP8 inh,CCR6 antagonist
Cc1ccc(/C=N/Nc2ccc3ccccc3n2)o1,-56,-2,-147,-10,-182,-5,85*,16
N#C/C(=C\c1ccc(F)cc1F)S(=O)(=O)c1ccccn1,10,6,0,-5,1,-11,-3,4
COc1cccc(S(=O)(=O)N2CCN(c3ccccc3F)CC2)c1,4,18,-3,-5,-5,3,-6,8
Oc1cccc(/C=N/Nc2cc(N3CCCC3)nc(N3CCCC3)n2)c1,6,97*,11,6,-22,39,10,-2
Cc1cccc(C)c1NCc1n[nH]c(=S)n1-c1ccccc1,4,-3,2,7,6,-10,1,-18

(more compounds)
SMILES | Gli-Sufu antag | Apaf1 inhib | Jurkat NFkB inh | UBC13 polyUb | 697 NFkB inh | EBI2 block | SENP8 inh | CCR6 antagonist
O=C(CSc1nnc(Cc2cccs2)n1Cc1ccco1)Nc1cccc(Cl)c1 | -8 | 11 | 1 | 9 | 2 | 20 | -8 | 33
O=C1CC2(CCCCC2)Oc2ccc(Cl)cc21 | 2 | 3 | 0 | 16 | 10 | -10 | -16 | 16
COc1ccc(C(C)=O)cc1CC(=O)Nc1ccccc1-c1ccccc1 | -4 | 3 | 5 | -2 | 21 | 14 | -4 | 18
COc1ccccc1-c1cc(C(=O)NCCCN2CCOCC2)no1 | 32 | 2 | -8 | 7 | -10 | -1 | 12 | -1
COCCNC(=O)C(c1ccccc1C)N(C(=O)Cn1nnc2ccccc21)c1cccnc1 (stereo not drawn) | 1 | 0 | 7 | 4 | 13 | -6 | 0 | 2
O=c1oc2ccccc2cc1-c1nnc(-c2cccc(Br)c2)o1 | -57 | -2 | -34 | 16 | -69 | -8 | -16 | 12
COc1ccc(Br)cc1CN1CCN(C(=O)c2ccc(F)cc2)CC1 | 15 | 17 | -19 | -15 | -36 | 14 | -1 | 8
COc1ccc(C(C(=O)NCc2ccccc2)N(C(=O)c2snc(C(N)=O)c2N)c2ccccc2OC)cc1 (stereo not drawn) | 16 | 21 | 10 | 16 | -11 | 22 | 5 | 12
OCC(CBr)(CBr)CBr | -14 | 3 | -4 | 7 | -2 | 0 | 8 | -5
Cc1nn(C)c(Oc2ccccc2)c1CCNS(=O)(=O)c1ccc(Cl)cc1 | 13 | 20 | 6 | -24 | -4 | 44 | -8 | 12
CCCCn1c(N)c(N(CCOC)C(=O)C2CCN(C(=O)c3ccc(Cl)cc3)CC2)c(=O)[nH]c1=O | -16 | 0 | 1 | 1 | 5 | -2 | -12 | 10
N#CCC(=O)Nc1ccc(C(=O)N2CCN(S(=O)(=O)c3ccc4ccccc4c3)CC2)cc1 | 1 | 6 | 5 | -8 | 7 | -11 | 3 | 9
COc1ccc(OC)c(NC(=O)COC(=O)COc2c(Cl)cc(Cl)c3ccc(C)nc23)c1 | -1 | -2 | 17 | -1 | 9 | 9 | -8 | 2
Cc1ccc(C)c(S(=O)(=O)NCCOC(=O)Nc2sc(=S)n(C)c2C)c1 | 4 | 8 | -10 | -1 | 1 | -11 | 0 | 9
COc1ccc(S(=O)(=O)N2CCC(C(=O)NCCC3=CCCCC3)CC2)cc1C | 3 | 4 | 16 | 2 | 5 | 0 | -4 | 10
C[C@@H](C(=O)OCC(=O)c1ccccc1)N1C(=O)C2CCCCC2C1=O (stereo partly drawn) | 3 | -10 | 7 | 4 | 21 | 5 | 9 | -9
CC1CC(C)CN(C(=O)COC(=O)c2nccnc2N)C1 (stereo not drawn) | 2 | -1 | -3 | 13 | -6 | 5 | -2 | 0
CC(=O)N/C(=C\c1ccc(Br)s1)C(=O)O | 13 | -8 | -10 | 1 | 12 | 4 | 5 | 1
COCCNC(=S)N(CCc1c(C)[nH]c2ccc(C)cc12)Cc1cccnc1 | 11 | 8 | -31 | 8 | -8 | 10 | 8 | 7
COCCCNC(=O)c1ccc2nc(Cc3ccc(OC)cc3)oc2c1 | -8 | -13 | -62 | 7 | -76 | -2 | -12 | -6
COC(=O)C1CCCN1S(=O)(=O)c1ccc([N+](=O)[O-])cc1 (stereo not drawn) | -1 | -5 | -22 | -8 | 12 | 1 | -10 | -15
COc1cccc(/C=N/NC(=O)CNC(=O)c2ccncc2)c1O | -8 | -9 | 4 | 7 | 4 | -6 | 1 | 13
CCc1nnc(NS(=O)(=O)c2ccc(NC(=O)c3ccccc3)cc2)s1 | 4 | -10 | 8 | -2 | 8 | -2 | 2 | 6
O=C(NCc1cccc2ccsc12)c1cccs1 | -32 | -3 | 0 | 13 | -10 | -1 | -1 | 9
c1csc(-c2csc3nc(CN4CCOCC4)nc(NCc4ccc5c(c4)OCO5)c23)c1 | 19 | 23 | -4 | 27 | -23 | 1 | 1 | 14
Cc1ccc(CNC(=O)c2ccc(NS(=O)(=O)c3cccs3)cc2)cc1 | -5 | 1 | 12 | 2 | 21 | 9 | 2 | -4
NC(=O)C1CCN(C(=O)c2cc3ccccc3cc2O)CC1 | -5 | 9 | 0 | 2 | 24 | -2 | -5 | -7
COc1ccc(-c2noc(=O)[nH]2)cc1 | 1 | -12 | 5 | 5 | -6 | -6 | -9 | 12
COc1ccc(CNC(=O)C2CCN(S(=O)(=O)c3ccccc3)CC2)cc1 | -3 | 1 | 13 | -3 | -7 | 26 | -12 | 21
Cc1c(C(=O)OCc2nc3scc(-c4ccccc4)c3c(=O)[nH]2)cccc1[N+](=O)[O-] | 1 | 0 | 19 | 3 | 10 | -15 | 3 | -1
O=C(CN1CCCCCC1)Nc1ccccc1Oc1ccccc1 | 46 | 6 | -19 | -2 | -6 | 5 | -2 | 18
CC1CC(C)CN(CC(=O)N2CCOCC2)C1 (stereo not drawn) | 6 | -4 | 11 | 16 | 18 | -6 | 4 | 4
Cc1ccc(/C=C2\SC(=S)N(c3cccnc3)C2=O)o1 | 12 | 14 | -9 | -20 | 12 | -9 | -8 | 1
O=C(c1ccco1)c1cn(CC(=O)N2CCCc3ccccc32)c2ccccc12 | 3 | 10 | -5 | 9 | 25 | 12 | -3 | 10
CC(OC(=O)Cc1c(F)cccc1Cl)C(=O)NCCC1=CCCCC1 (stereo not drawn) | -7 | 6 | 11 | 5 | 20 | 16 | 1 | 19
Cc1ccnn1CC(=O)N/N=C/c1c[nH]c2ccccc12 | 4 | -11 | 2 | 6 | 11 | 2 | 1 | -8
CN(C)C(C(=O)Nc1cc(Cl)cc(Cl)c1)c1ccccc1 (stereo not drawn) | 33 | -1 | 5 | 15 | 14 | 3 | -6 | 7
COc1ccc(-n2c(C)cc(/C=C3\C(=O)NN(c4ccccc4)C3=O)c2C)cc1 | 0 | -1 | -35 | -24 | -30 | 17 | 28 | 12
O=S(=O)(/N=C(\Sc1ccccc1)c1ccccc1)c1ccc(Cl)cc1 | -4 | -7 | -2 | 0 | 18 | 16 | -6 | 14
Cc1cccnc1NC(=O)C(C)N1C(=O)c2ccccc2C1=O (stereo not drawn) | 2 | -14 | 6 | 2 | 16 | 4 | 0 | 4
COc1ccc(S(=O)(=O)N(C)C[C@H]2Oc3ccc(NC(=O)Cc4ccccc4)cc3C(=O)N([C@H](C)CO)C[C@@H]2C)cc1 | -4 | 12 | 8 | 16 | 9 | -9 | 4 | 3
O=C(CCNC(=O)c1ccc(Cl)cc1)NCCC1=CCCCC1 | -38 | 13 | -62 | -1 | -93 | 19 | -15 | 10
COC(=O)C1=C(C)N(Cc2ccco2)C(=O)N[C@H]1c1cccc(C(F)(F)F)c1 | 6 | 26 | 3 | -9 | -22 | . | -14 | 7
CN(C)S(=O)(=O)N1CCc2ccc(NC(=O)c3ccc(C(F)(F)F)cc3)cc2C1 | -17 | 14 | 12 | -8 | -23 | 20 | -1 | 8
COc1cccc(/C=N/NC(=O)CNC(=O)/C=C\c2ccccc2)c1O | 7 | 1 | 6 | -10 | -14 | -5 | 10 | 5
COc1cc(NC(=O)CN2C(=O)CSc3ccc(S(=O)(=O)N4CCCC4)cc32)cc(OC)c1 | 3 | -1 | 0 | -9 | -2 | 17 | 6 | 19
Cc1ccc(S(=O)(=O)Nc2cccc(N(C)S(C)(=O)=O)c2)cc1[N+](=O)[O-] | 0 | 2 | 2 | -3 | 18 | -22 | -2 | -6
CCOC(=O)Cc1c(C)nc2c(-c3ccc(Cl)cc3)c(C)[nH]n2c1=O | -5 | -5 | 4 | -7 | 4 | -10 | -2 | 11
Cc1cc(C)c(C)c(S(=O)(=O)NCC(=O)N2CCCC2)c1C | 1 | -17 | -1 | 6 | 21 | -3 | 8 | -25
Cn1c(=O)c2c(nc(SCc3cccnc3)n2Cc2ccccc2)n(C)c1=O | 9 | -23 | 0 | 18 | -16 | -6 | -8 | -6
Cc1ccccc1NC(=O)c1ccc(C)c(S(=O)(=O)N2CCN(C)CC2)c1 | -7 | 1 | -9 | -7 | 0 | -6 | -13 | 5

An excerpt (hit frequency here may not be typical).
